# Fh CTSL1 inh: counter-screen for PFM18AAP inhibitors: inhibitors of F. hepatica cathepsin L1 | recombinant F. hepatica cathepsin L1, Z-Leu-Arg-MCA fluorescence | inhibition, % at 5.96 µM | 300,000 compounds, 0.49% hits;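 active = inhibition above the mean of all tested compounds plus 3 SD, set per screening campaign, cut at about 17% in these data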;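 also: 0% = plate median of test compound wells and 100% = 1 µM Z-Phe-Ala-diazomethylketone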
# CR mimetic SO: yeast age-related superoxide inhibition as caloric restriction mimetic; S. cerevisiae aged cells, superoxide DHE fluorescence; hits give low values; superoxide response (% of plate mean), % at 10 µM; 330,000 compounds, 0.18% hits;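 active = superoxide response under a set limit, about three screen SD below normal, cut at about 65% in these data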;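 also: yeast aged for seven days with compound at 30 °C before DHE staining; 100% = average MFI of all compound-treated wells on the plate with controls excluded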
# EBNA-1 inhibitor: blocks EBNA-1 binding to DNA | inhibition, % at 14.8 µM | EBNA-1 DNA binding, fluorescence polarization | 300,000 compounds, 0.34% hits; in the data active = inhibition above about 28%
# PP1 counter: counter-screen for PP5 inhibitors: inhibitors of human PP1-alpha. P62136. purified PP1alpha, OMFP fluorescence. inhibition, % at 6.7 µM. 320,000 compounds, 0.9% hits;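 active = inhibition above the mean inhibition of all tested compounds plus 3 SD, computed separately for each screening campaign, cut at about 15% in these data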
# Target sequence (P62136 whole entry, looked up): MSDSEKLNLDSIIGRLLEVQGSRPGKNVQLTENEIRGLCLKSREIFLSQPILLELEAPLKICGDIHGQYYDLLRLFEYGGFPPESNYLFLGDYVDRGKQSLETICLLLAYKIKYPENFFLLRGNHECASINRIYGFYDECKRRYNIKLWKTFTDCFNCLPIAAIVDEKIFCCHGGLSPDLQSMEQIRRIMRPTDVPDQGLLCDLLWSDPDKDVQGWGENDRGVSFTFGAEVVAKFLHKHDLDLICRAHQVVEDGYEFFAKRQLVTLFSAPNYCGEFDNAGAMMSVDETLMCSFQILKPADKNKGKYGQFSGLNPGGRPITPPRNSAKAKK
# PP5 inh: inhibitors of human protein phosphatase 5 (PP5); P53041; purified PP5c, OMFP substrate fluorescence; inhibition, % at 6.7 µM; 320,000 compounds, 0.18% hits;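 active = inhibition above the campaign's mean inhibition across all tested compounds plus 3 SD, cut at about 9.5% in these data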;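 also: 0% = DMSO only and 100% = 100 µM cantharidin control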
# Target sequence (P53041 whole entry, looked up): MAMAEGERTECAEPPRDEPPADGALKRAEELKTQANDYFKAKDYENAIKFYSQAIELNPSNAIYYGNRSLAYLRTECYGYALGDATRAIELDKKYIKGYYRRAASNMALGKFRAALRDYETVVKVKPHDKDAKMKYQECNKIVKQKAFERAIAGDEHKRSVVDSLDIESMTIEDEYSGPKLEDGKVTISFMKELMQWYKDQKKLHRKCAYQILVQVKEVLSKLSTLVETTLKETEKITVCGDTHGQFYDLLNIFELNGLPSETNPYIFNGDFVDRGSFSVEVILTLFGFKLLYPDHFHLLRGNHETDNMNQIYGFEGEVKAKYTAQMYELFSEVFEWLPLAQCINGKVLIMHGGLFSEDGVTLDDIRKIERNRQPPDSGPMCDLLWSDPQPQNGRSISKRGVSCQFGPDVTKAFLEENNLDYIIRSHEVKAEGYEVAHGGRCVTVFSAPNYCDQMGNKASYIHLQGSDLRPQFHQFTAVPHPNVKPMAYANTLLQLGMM
# TPT1 inh: blocks Candida albicans tRNA 2'-phosphotransferase. inhibition, % at 5 µM. 300,000 compounds, 0.81% hits. recombinant caTPT1, FP RNA substrate dephosphorylation. AID 1962;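 active = inhibition above the mean of all tested compounds plus 3 SD, set per screening campaign, cut at about 24% in these data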;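 also: plate controls were DMSO alone for no effect and ferristatin control at 100 nM for full effect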
# ZTA DNA inh: counter-screen for EBNA-1 inhibitors: inhibitors of Epstein-Barr virus ZTA; ZTA-DNA binding, fluorescence polarization; inhibition, % at 11 µM; 320,000 compounds, 0.15% hits; in the data active = inhibition above about 33%
# Target sequence (P03206 whole entry, looked up): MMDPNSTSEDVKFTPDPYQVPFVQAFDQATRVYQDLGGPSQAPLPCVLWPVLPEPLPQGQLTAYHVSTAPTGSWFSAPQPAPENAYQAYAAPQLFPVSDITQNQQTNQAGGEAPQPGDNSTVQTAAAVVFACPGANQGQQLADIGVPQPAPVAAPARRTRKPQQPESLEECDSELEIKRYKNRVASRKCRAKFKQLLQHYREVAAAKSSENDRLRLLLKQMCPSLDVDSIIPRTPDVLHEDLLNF
# GASC-1 inh: human JMJD2C demethylase inhibition. inhibition, % at 2.35 µM. 330,000 compounds, 0.069% hits. GST-JMJD2C(1-420) H3K9me3 demethylation, DELFIA europium. Q9H3R0;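 active = more than half of a compound's replicate wells show inhibition beyond 50%, single wells judged on their own value; inconclusive = some, but no more than half, of replicates pass 50% inhibition; inactive = no replicate passes 50% inhibition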;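 also: signal counts dimethyl H3K9 product captured on neutravidin plate; 0% = median of DMSO wells and 100% = 0.3 times that DMSO median; strong numbers were not always called active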
# core dimer inh: HCV core protein dimerization inhibition. TR-FRET GST/Flag-core106 dimerization, 1536-well. inhibition, % at 5 µM. AID 1899. 300,000 compounds, 0.33% hits;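 active = inhibition above the mean of all tested compounds plus 3 SD, set per screening campaign, cut at about 45% in these data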
#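 test system = GST/Flag-tagged HCV core106 proteins | probe or stimulus = Eu donor and XL665 acceptor anti-tag antibodies | times = compound-protein-antibody incubation 4 h at 22.5 °C | signal = TR-FRET, excitation 340 nm, emission 617 and 671 nm | measure = percent inhibition of core106 dimerization signal | controls = wells lacking GST-core106 and wells with excess unlabelled core106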
# The depositor's hits bear a star; ? = inconclusive; · = no result given. Rows are unselected, and some 3.1% of all compounds hit somewhere here.
SMILES,Fh CTSL1 inh,CR mimetic SO,EBNA-1 inhibitor,PP1 counter,PP5 inh,TPT1 inh,ZTA DNA inh,GASC-1 inh,core dimer inh
CC(=O)c1ccc(OCCCC(=O)NC(C)c2ccc(S(N)(=O)=O)cc2)cc1 (configuration not stated),-3,107,0,2,1.1,2,6,1,1
O=C(Cc1ccc(S(=O)(=O)N2CCCCC2)cc1)NCc1ccc(Cl)cc1,·,102,·,-2,3.0,·,5,-3,·
CCCn1c(=S)[nH]c2cc(C(=O)N(CCO)Cc3ccccc3)ccc2c1=O,0,94,-12,-2,5.8,1,-4,9,-4
CCCC(CCC(=O)Nc1ccc(C(=O)OC)cc1)C(=O)O (configuration not stated),4,107,-2,-1,1.3,-3,-11,-4,-2
CCOC(=O)C(C)n1nc(/C=C/c2ccc(OC)cc2)ccc1=O (configuration not stated),2,109,-1,-5,1.9,-1,5,1,-5
O=C(O)c1ccc(/C=N/n2cc(-c3ccccc3)[nH]c2=S)cc1,3,81,5,-3,-1.8,-2,-9,13,-7
O=C(CC1(O)C(=O)Nc2ccccc21)c1cccnc1 (configuration not stated),0,99,-6,-1,1.1,0,-3,4,-1
Cc1cc(Cl)ccc1OCC(=O)NNC(=O)c1cccnc1,-13,85,-5,-2,-0.3,-2,-7,3,-6
CCN(C(=O)CO/N=C/c1ccc(OC)cc1OC)c1c(N)n(Cc2ccccc2)c(=O)[nH]c1=O,·,96,·,0,1.2,·,4,9,·
COc1ccccc1N(CN1C(=O)c2ccccc2C1=O)C(=O)c1cccc(C)c1,0,104,5,-2,-2.0,-1,3,-7,1
COc1ccc2cc(-c3ccsc3)ncc2c1,·,107,·,-2,1.8,·,3,-7,·
O=C(Nc1ccc2c(c1)OCO2)c1ccncc1,-2,107,-12,-2,4.5,-1,-1,-4,10
CCCCC(c1nnnn1CC1CCCO1)N1CCN(c2cccc(C)c2C)CC1 (configuration not stated),4,95,-4,1,3.4,1,-9,-8,11
O=S(=O)(c1ccc(Cl)cc1)N1CCNCC1,2,117,4,-1,1.6,-1,23,-3,5
CC(=O)Nc1ccc(C(=O)CSc2nnc(C)o2)cc1,3,96,8,-6,0.4,-3,8,-4,1
O=C(CN(Cc1ccco1)C(=O)c1cc(=O)[nH]c2ccccc12)Nc1ccccc1Br,0,103,2,-1,0.1,0,-5,-33,1
COC(=O)C1CCCN1S(=O)(=O)c1ccc2ccccc2c1 (configuration not stated),2,108,-8,2,3.6,0,13,0,2
COC(=O)c1cc(NC(=O)c2ccc(Cn3cc(Cl)cn3)o2)cc(C(=O)OC)c1,-13,91,3,-4,3.4,-1,10,-23,0
CCCC(=O)NC1CCCc2c1cnn2-c1ccc(C)c(C)c1 (configuration not stated),0,123,9,0,0.1,0,1,2,1
Cc1ccc(/C(N)=N/OC(=O)CSc2ccccc2)cc1,-39,102,15,-1,-1.2,5,4,9,6
Cc1ccc(S(=O)(=O)n2nc(C)c(Br)c2C)c(C)c1C,-5,97,-9,10,-1.6,-2,-9,-9,0
CCC(=O)N/C(N)=N/c1nc(C)c2cc(OC)ccc2n1,-2,119,21,6,6.5,3,-1,-7,-3
CN1CCC(N(C)C(=O)CCc2nc3ccccc3n2-c2ccccc2)CC1,-1,94,1,-1,-1.7,3,-9,-4,-3
CNC(=S)N1CCN(c2ccc(Cl)c(Cl)c2)CC1,1,92,2,-1,2.0,1,2,-9,1
COCCCNC(=O)C(=O)C1C(=O)Nc2ccccc21 (configuration not stated),0,81,-7,-2,2.2,-1,-10,1,-4
COc1ccccc1NC(=O)C(C)Sc1nccn1C (configuration not stated),·,107,·,-2,3.0,·,2,-5,·
COc1ccccc1C(=O)NCCC(=O)Nc1ncccc1C,-2,88,0,-5,0.7,-2,-9,1,8
CN(C)c1ccc(/C=C/c2cccc[n+]2[O-])cc1,-3,91,-4,-6,0.1,8,-9,5,-10
CCN1N=C(c2ccccc2)CCC1=O,-1,95,-32,12,2.3,-1,2,3,-7
CCOC(=O)C1=C(C)N(c2ccc(OC)cc2)C(=O)/C1=C\c1ccc(O)c(OCC)c1,-2,113,-3,0,0.6,3,-16,15,3
CN(CC(=O)N1CCOCC1)S(=O)(=O)c1cc(Cl)ccc1Cl,3,100,-1,-1,-1.0,2,2,1,-8
Cc1occc1C(=O)n1nnc2ccccc21,1,84,-1,-1,0.3,3,-1,1,0
Cc1cc(NC(=O)CSc2nc3c(cc2C#N)CCCCC3)no1,7,96,-10,-4,2.1,1,-7,-11,0
O=C(NCc1cccnc1)C(=O)NCC1OCCCN1S(=O)(=O)c1ccc(F)cc1 (configuration not stated),0,96,-8,-5,1.4,0,-4,-1,1
OCCC1CN(Cc2ccc3cccc(F)c3n2)CCN1Cc1ccccc1 (configuration not stated),-3,89,-3,-2,-1.8,-8,8,-4,2
COc1ccc(C(C)NC(=O)Nc2ccc(C(C)=O)cc2)cc1OC (configuration not stated),-1,95,-2,-1,2.3,1,1,33,-1
CCc1nc(SCC(=O)Nc2ccccc2Cl)n[nH]1,-3,102,-6,-2,-0.4,-1,-11,27,-3
COCc1cc(Sc2cccc(Cl)c2Cl)nc(-c2ccccc2)n1,0,97,2,-3,-1.7,1,2,4,-3
Cc1ccc(C(=O)N/C(=C/c2ccco2)C(=O)Nc2cccc(C(=O)O)c2)cc1,2,110,-9,-7,-5.2,10,9,0,-4
O=C(Cc1c(F)cccc1Cl)NCc1cccnc1,-1,100,-6,-2,0.4,2,8,7,3
Oc1c(Br)cc(Br)cc1CNn1cnnc1,-1,103,-22,3,1.4,0,5,-4,-2
CCOc1ccc(CN(C)C(=O)[C@H](Cc2ccccc2)NC(=O)OCc2ccccc2)cc1OC,2,110,0,7,3.2,-1,13,2,12
CC(C)CNC(=O)C1CCN(Cc2ccc(OCc3ccccc3)cc2)CC1,-7,96,2,3,0.1,-1,-1,-5,2
CN1C(=O)C(O)(C2OC(C)(C)CCC2=O)c2ccccc21 (configuration not stated),-3,96,2,-2,1.7,0,-20,-27,-2
O=C(NCc1ccc(-c2csnn2)cc1)c1cc(Cl)cc(Cl)c1,1,88,23,2,-3.2,2,9,-20,3
CN(C)C(=O)c1ccc(Cl)cc1[N+](=O)[O-],-2,111,-4,9,-0.1,-1,-2,5,-2
Cc1c(Cl)c(C(=O)NNC(=S)Nc2ccccc2)nn1C,-1,101,-6,1,0.7,-4,1,?,-7
O=C(c1nc2n(n1)C(c1ccc(Cl)cc1)C=C(c1ccccc1)N2)N1CCOCC1 (configuration not stated),0,99,5,-3,-1.4,-20,-7,-8,3
O=C(c1ccc(NC(=O)C2(c3ccccc3)CCOCC2)cc1)N1CCOCC1,-5,84,6,-3,0.3,-4,6,-6,0
CN(CC(=O)Nc1ccc(N2CCOCC2)cc1)C(=O)CCc1ccccc1Cl,-1,95,-3,-4,-1.7,-2,-4,5,4
COc1ccc(S(=O)(=O)N(C)c2ccc(C(=O)N3CCC(C(N)=O)CC3)cc2)cc1OC,0,83,-6,0,1.6,0,2,3,0
CCOc1ccccc1NC(=O)CSc1nnc(-c2cccnc2)o1,0,121,-10,-3,-1.2,6,-8,-4,-1
O=[N+]([O-])c1ccccc1OCC(O)CNC1CCCC1 (configuration not stated),4,97,7,-4,-1.4,0,-7,-2,5
CSc1nnc(NC(=O)c2nc(S(=O)(=O)Cc3ccccc3)ncc2Cl)s1,-2,92,1,-1,1.4,1,-8,0,11
COc1ccccc1N1CCN(C(=O)CCNS(=O)(=O)c2cc(Br)cnc2N)CC1,6,84,-10,-4,-2.0,-5,-11,-5,-4
CCN1C(=O)[C@H]2[C@@H](c3ccc(C)cc3)N3C(=O)N(c4cccc(Cl)c4)C(=O)[C@@]3(Cc3ccccc3)[C@H]2C1=O,2,89,-1,1,4.1,1,2,3,4
Cn1cc(/C=N/NC(=O)COc2ccccc2[N+](=O)[O-])c2ccccc21,-1,104,7,-3,4.4,2,-1,-1,3
CCCCN(CCCNC(=O)C1CCCN(S(=O)(=O)CCC)C1)Cc1ccccc1 (configuration not stated),-2,89,11,-2,-2.5,-1,-3,3,10
CCN(CC)c1ccc(/C=N/NC(=S)NCc2ccccc2)c(O)c1,2,79,-12,-1,5.0,8,1,-7,-3
O=C(c1sc(N2CCOCC2)nc1-c1ccccc1)N1CCCCC1,-3,137,0,-9,1.0,3,22,7,-2

# Some of the entries so far, as tab-separated lines:
SMILES	Fh CTSL1 inh	CR mimetic SO	EBNA-1 inhibitor	PP1 counter	PP5 inh	TPT1 inh	ZTA DNA inh	GASC-1 inh	core dimer inh
CCOc1ccccc1NC(=O)CSc1nnc(-c2cccnc2)o1	0	121	-10	-3	-1.2	6	-8	-4	-1
O=[N+]([O-])c1ccccc1OCC(O)CNC1CCCC1 (configuration not stated)	4	97	7	-4	-1.4	0	-7	-2	5
CSc1nnc(NC(=O)c2nc(S(=O)(=O)Cc3ccccc3)ncc2Cl)s1	-2	92	1	-1	1.4	1	-8	0	11
COc1ccccc1N1CCN(C(=O)CCNS(=O)(=O)c2cc(Br)cnc2N)CC1	6	84	-10	-4	-2.0	-5	-11	-5	-4

# Later entries:
SMILES,Fh CTSL1 inh,CR mimetic SO,EBNA-1 inhibitor,PP1 counter,PP5 inh,TPT1 inh,ZTA DNA inh,GASC-1 inh,core dimer inh
O=C(O)c1ccc(NC(=O)c2cn(-c3ccccc3)nc2-c2ccc(F)cc2)cc1,2,116,1,1,1.4,0,-5,10,6
COC(=O)c1[nH]c2ccc(Cl)cc2c1NC(=O)C1CC1,-2,85,4,-2,-2.8,0,7,4,-7
COC(=O)c1ccncc1C(=O)Nc1ccc(F)cc1,1,103,-9,-2,1.4,1,-9,-2,-5
Cc1cc(C(=O)COC(=O)c2ccco2)c(C)n1Cc1ccco1,-6,102,-1,-3,0.4,2,-3,-13,4
O=C(COC(=O)c1cc(S(=O)(=O)N2CCOCC2)c(Cl)cc1Cl)c1ccc[nH]1,·,81,·,-2,2.5,·,-2,6,·
Cc1ccccc1NC(=O)c1ccccc1O,0,97,-6,-2,2.2,0,-3,19,-4
COc1ccc(C2=NCC(CSc3nnnn3C)S2)cc1 (configuration not stated),-2,116,0,3,-0.7,-4,-12,25,-6
O=C(O)c1ccc2nc(-c3ccccc3)sc2c1,3,125,2,0,0.0,1,-8,10,2
CCOC(=O)N1CCN(S(=O)(=O)c2cc(C)c(C)cc2C)CC1,6,107,-3,3,-0.5,1,-21,6,1
CCNC(=O)COC(=O)c1ccc(-n2nc(C)cc2C)cc1,-1,103,2,-6,-2.8,-1,16,22,5
COc1ccc(CNC(=O)c2cccc3c2C(=O)N(CC2CCCO2)C3)cc1 (configuration not stated),0,144,-1,0,3.3,2,-13,18,-18
COCCNC(=O)Cn1nc(-c2ccccc2C)ccc1=O,1,97,4,-1,2.3,-4,0,-11,-7
COc1ccc2c(c1)sc1nc(-c3ccccc3)cn12,2,95,-2,3,5.2,-8,-22,-3,0
Cc1csc2c(=O)sc(NC(=O)c3cccs3)nc12,3,96,1,2,-1.7,2,13,-6,6
CCOc1cccc(/C=N/NS(=O)(=O)c2ccc(C)c([N+](=O)[O-])c2)c1O,3,98,-7,-3,-1.2,94*,1,2,2
CCCc1nc(SCc2ccc(OCC)cc2)n[nH]1,2,101,-23,-2,1.6,1,-10,-14,-2
Cc1cc(/C([O-])=C(/C(=S)Nc2ccc(F)cc2)[n+]2ccccc2)c(C)n1-c1ccc(F)cc1,0,116,-1,3,4.4,3,1,5,8

# High-throughput results as filed in PubChem BioAssay.
